ARFGAP1 inh: inhibitors of rat ARFGAP1 | Q62848 | Arfgap1-stimulated ARF1 GTP hydrolysis, GDP FP detection | inhibition, % at 16.5 µM | 360,000 compounds, 0.26% hits | AID 651572;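 active = inhibition above a per-plate limit, mean inhibition of low control wells plus 3 SD, cut at about 25% in these data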;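 also: 0% = DMSO wells with enzyme and 100% = wells lacking Arfgap1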
Target sequence (Q62848 1-136 limits assumed): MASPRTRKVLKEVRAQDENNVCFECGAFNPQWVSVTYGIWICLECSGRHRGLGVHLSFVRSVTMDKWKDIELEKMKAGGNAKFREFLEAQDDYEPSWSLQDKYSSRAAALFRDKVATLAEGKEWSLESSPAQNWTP
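system = rat Arfgap1 catalytic domain, aa 1-136 | technique = FP, GDP Alexa 633 tracer displaced from anti-GDP antibody, 620/688 nm | compound = one concentration, 16.5 µM, DMSO 1.26% | medium = HEPES-based buffer, pH 7.5 | timing = compound-enzyme preincubation 20 min, reaction 120 min, detection 60 min, 25 °C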
MBD2 inh: MBD2-methylated oligo binding inhibition | Q9UBB5 | TR-FRET, MBD2 binding to methylated oligonucleotide | inhibition, % at 4.4 µM | 370,000 compounds, 0.31% hits; in the data active = inhibition above about 13%
PLCb3 inh: inhibitors of human phospholipase C beta3 | Q01970 | Purified PLC-beta3, fluorogenic substrate, fluorescence | inhibition, % at 12.2 µM | 370,000 compounds, 0.18% hits | AID 720704; in the data active = inhibition above about 11%;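 also: 0% = median of compound wells on plate and 100% = full blocker control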
KLK7 zymogen act: activators of human kallikrein-7 zymogen. purified proKLK7, EDANS-DABCYL substrate fluorescence; 100% is mature enzyme control, 0% vehicle. P49862. 370,000 compounds, 0.9% hits. AID 652039. activation, % at 7 µM;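 active = activation above the mean of all tested compounds plus 3 SD, computed per campaign excluding outliers beyond control limits, cut at about 13% in these data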
PLCg1 inh: PLC-gamma1 (human) inhibition, primary screen | P19174 | purified PLC-gamma1, fluorogenic substrate, fluorescence | inhibition, % at 12.2 µM | 370,000 compounds, 0.84% hits; in the data active = inhibition above about 9.5%
Tn6 DDE FP: inhibitors of Tn6 peptide binding to human fibrin DD(E); inhibition, % at 8.3 µM; AID 720509; P02675; Fibrin DD(E) TRITC-Tn6 fluorescence polarization displacement; 370,000 compounds, 0.21% hits;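 active = inhibition above a per-campaign cutoff: mean of compounds within control limits plus 3 SD, cut at about 15% in these data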;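 also: 0% = median of all compound wells on the plate and 100% = blocking peptide control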
UHRF1 binding: human UHRF1 methylated DNA binding inhibitors; Q96T88; UHRF1 binding to methylated oligo, TR-FRET; 370,000 compounds, 0.75% hits; inhibition, % at 4.4 µM; in the data active = inhibition above about 21%;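 also: UHRF1 SRA domain binding a hemimethylated CpG hairpin DNA probe; 0% = median of test compound wells and 100% = reference inhibitor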
Target sequence (Q96T88 whole entry, looked up, the tested form may be a part): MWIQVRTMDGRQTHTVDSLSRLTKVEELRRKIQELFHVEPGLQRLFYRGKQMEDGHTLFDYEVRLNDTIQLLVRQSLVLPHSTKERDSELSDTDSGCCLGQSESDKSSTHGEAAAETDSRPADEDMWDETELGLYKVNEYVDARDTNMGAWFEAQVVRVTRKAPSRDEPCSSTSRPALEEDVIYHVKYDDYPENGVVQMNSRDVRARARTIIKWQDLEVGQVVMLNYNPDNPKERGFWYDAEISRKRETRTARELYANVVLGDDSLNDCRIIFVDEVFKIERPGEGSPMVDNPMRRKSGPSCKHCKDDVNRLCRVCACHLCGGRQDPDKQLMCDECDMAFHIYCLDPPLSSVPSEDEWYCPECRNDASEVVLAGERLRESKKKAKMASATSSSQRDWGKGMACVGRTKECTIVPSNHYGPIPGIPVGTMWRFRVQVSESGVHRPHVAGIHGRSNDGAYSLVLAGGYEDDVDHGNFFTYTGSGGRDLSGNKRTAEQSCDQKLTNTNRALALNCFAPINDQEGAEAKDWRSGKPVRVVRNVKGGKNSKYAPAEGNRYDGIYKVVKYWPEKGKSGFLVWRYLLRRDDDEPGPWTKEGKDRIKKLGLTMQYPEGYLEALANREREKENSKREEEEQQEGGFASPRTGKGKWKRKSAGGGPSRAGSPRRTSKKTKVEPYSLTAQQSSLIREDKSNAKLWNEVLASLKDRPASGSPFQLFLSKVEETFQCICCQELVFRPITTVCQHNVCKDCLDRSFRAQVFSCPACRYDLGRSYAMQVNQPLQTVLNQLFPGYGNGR
ADAM17 inh: inhibitors of human ADAM17 | P78536 | recombinant ADAM17, EDANS/DABCYL FRET peptide cleavage | inhibition, % at 6.95 µM | 370,000 compounds, 0.83% hits;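 active = inhibition above the mean of compounds lying between control limits plus 3 SD, set per campaign, cut at about 8.5% in these data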;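 also: 0% = DMSO-only wells as the low control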
ASAP1 inh: ASAP1 ArfGAP inhibition. Q9ULH1. ASAP1-stimulated ARF1 GTP hydrolysis, GDP FP detection. 360,000 compounds, 0.19% hits. inhibition, % at 16.5 µM; in the data active = inhibition above about 25%;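 also: 0% = vehicle with enzyme and substrate and 100% = no enzyme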
DDE Tn7 FP inh: DD(E)-Tn7 binding inhibition, primary FP screen | inhibition, % at 8.3 µM | P02675 | 370,000 compounds, 0.13% hits | FP displacement of FITC-Tn7 peptide from fibrin DD(E); 0% = median of compound wells per plate;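 active = inhibition above the mean of compounds falling within the control limits plus 3 SD of them, cut at about 14% in these data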;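 also: 0% = plate median of compound wells and 100% = 10 µM Aha-Tn7 peptide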
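Test system: human clot-derived fibrin DD(E) complex / Quantity: 2 µM final DD(E) protein / Incubation: 10 min plus 3 h, room temperature / Measured by: fluorescence polarization / Benchmarks: high control of 10 µM Aha-Tn7 peptide / Replicates: singlicate testing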
The depositor's hits bear a star.

| # | DDE Tn7 FP inh | PLCg1 inh | MBD2 inh | ASAP1 inh | KLK7 zymogen act | Tn6 DDE FP | ARFGAP1 inh | PLCb3 inh | ADAM17 inh | UHRF1 binding | compound |
| --- | --- | --- | --- | --- | --- | --- | --- | --- | --- | --- | --- |
| 1 | 3 | 0 | 0 | 3 | 0.0 | 3 | -12 | 0 | -2 | 0 | CCCN1Cc2cc(OC)ccc2-c2ccccc2S1(=O)=O |
| 2 | -3 | 7 | -1 | 17 | 0.2 | -2 | 9 | -4 | 1 | 18 | CCOc1ccc(CNC(=O)CCS(=O)(=O)c2ccc3c(c2)oc(=O)n3C)cc1 |
| 3 | 2 | 0 | 0 | 9 | -0.3 | 0 | 9 | -3 | 2 | -1 | CC1CC(C)CN(S(=O)(=O)c2ccc(C(=O)NCc3ccco3)cc2)C1 (stereo not given) |
| 4 | 4 | -2 | 5 | -2 | 0.0 | 3 | -12 | -5 | -1 | 0 | CCOc1ccc(NC(=O)c2cccc(S(=O)(=O)Nc3c(C)n(C)n(-c4ccccc4)c3=O)c2)cc1 |
| 5 | 4 | -2 | 5 | 12 | 0.0 | -3 | 16 | -11 | 3 | 1 | Cc1ccc(NS(=O)(=O)c2ccc(NC(=O)C3CC3)cc2)c(C)c1 |
| 6 | -1 | 0 | 1 | 8 | 0.0 | -12 | -5 | -6 | -6 | 4 | CCOc1ccc(N(C(=O)CNS(=O)(=O)c2ccccc2)C(CC)C(=O)NCc2ccco2)cc1 (stereo not given) |
| 7 | 1 | -2 | 0 | -9 | 0.9 | 4 | 2 | -3 | 3 | 4 | COC(=O)N(NC(=O)C(O)(c1ccccc1)c1ccccc1)c1ccc(C)cc1 |
| 8 | -9 | 0 | 5 | 8 | 0.2 | -9 | 0 | 0 | -4 | 13 | C[C@H]1CN([C@@H](C)CO)C(=O)CCCn2nncc2CO[C@@H]1CN(C)S(=O)(=O)c1cn(C)cn1 |
| 9 | -5 | -2 | -1 | 10 | 0.1 | -5 | -5 | 2 | -4 | 2 | CCCCCn1c(Br)nc2c1c(=O)n(CC(N)=O)c(=O)n2C |
| 10 | 3 | 0 | 4 | 8 | 0.7 | 2 | 4 | -4 | -3 | 0 | COc1ccc(C(=O)CSc2nnc3n2CCCN3C(=O)Nc2ccccc2)cc1 |
| 11 | 8 | 2 | -2 | 0 | -0.7 | -2 | 2 | 5 | 3 | -3 | CCCCC(=O)Nc1nnc(S(=O)(=O)N2CCCc3ccccc32)s1 |
| 12 | -5 | 3 | -1 | 6 | -0.2 | 3 | -2 | 2 | 3 | 0 | COc1ccc(/C(N)=N/OC(=O)CCCc2ccccc2)cc1OC |
| 13 | 4 | 1 | -6 | 2 | -0.1 | -2 | 17 | -1 | 0 | 0 | O=C(O)c1cnc(N2CCOCC2)nc1 |
| 14 | -4 | 1 | 0 | 0 | -0.4 | -2 | -4 | 2 | 0 | -1 | OCc1ccnc(Cl)c1 |
| 15 | -7 | 0 | 3 | 1 | -0.2 | 3 | -4 | 1 | 2 | -1 | C=CCOc1ccc(CNCCO)cc1OCC |
| 16 | 4 | 5 | -5 | -7 | 0.1 | -7 | 2 | 2 | -1 | 1 | Cc1cc(C)nc(NS(=O)(=O)c2ccc(NC(=O)CCC(=O)O)cc2)n1 |
| 17 | 9 | 2 | 8 | -3 | -0.1 | 1 | 8 | 6 | -2 | 5 | CC(C)(C)n1nc2c(c1NC(=O)c1cccc(C(F)(F)F)c1)CS(=O)C2 (stereo not given) |
| 18 | 3 | 5 | 2 | -5 | -0.2 | 0 | 2 | -6 | 2 | 3 | Cc1cccc(C(C(=O)NC2CCCCC2)N(C(=O)c2csnn2)C2CC2)c1 (stereo not given) |
| 19 | 6 | -2 | -8 | -8 | -0.5 | 4 | -5 | 0 | -3 | 1 | CN(CCNC(=O)c1ccc(N2CCCC2=O)cc1)CCc1ccccc1 |
| 20 | -6 | 0 | 7 | -1 | -0.6 | -3 | -2 | -2 | -5 | 0 | CCC(C)NS(=O)(=O)c1ccc(OCC(=O)NCc2cccnc2)cc1 (stereo not given) |
| 21 | -5 | 0 | 3 | -3 | 0.3 | 8 | 4 | -3 | -3 | -1 | CC1CCCN(S(=O)(=O)c2ccc(-c3ccc(=O)[nH]n3)o2)C1 (stereo not given) |
| 22 | -8 | 0 | 3 | 10 | -0.2 | -1 | 13 | -1 | 0 | 0 | Cc1cccc(NC(=S)N(C)C2(c3ccccc3Cl)CCCCC2=O)c1 (stereo not given) |
| 23 | 8 | -3 | -2 | -14 | -0.2 | 0 | 0 | 0 | -2 | -1 | COc1ccc(-n2cc(CNCCc3nc(C)cc(C)n3)c(-c3ccccc3Cl)n2)cc1 |
| 24 | -3 | 0 | 1 | -4 | 0.5 | -3 | 11 | 4 | -4 | 2 | Cc1ccc(-n2nnnc2SCC(=O)N2CCN(C(=O)c3ccco3)CC2)c(C)c1 |
| 25 | -2 | 4 | 0 | -5 | 0.5 | 0 | 12 | 3 | 3 | 2 | CC(C)(C)c1ccc(-c2ccc3c(c2)S(=O)(=O)c2ccccc2C3=O)cc1 |
| 26 | -2 | -5 | -3 | 3 | 0.3 | 2 | 2 | -8 | -5 | 0 | CCOC(=O)c1sc2nc(CN3CCN(c4cccc(C(F)(F)F)c4)CC3)[nH]c(=O)c2c1C |
| 27 | 4 | -22 | 0 | 10 | 0.7 | -3 | 16 | -22 | -13 | 0 | COC(=O)C1=C(C)NC(=O)/C1=C\N(C)C |
| 28 | 1 | -2 | -8 | -11 | -0.2 | 9 | -3 | 1 | -2 | 2 | O=C(O)c1ccccc1CSc1nc2ccccc2[nH]1 |
| 29 | 6 | -4 | -1 | -1 | -0.4 | 6 | 6 | 1 | 0 | -2 | COc1ccc(-c2noc(CCC(=O)N3CCN(c4cccc(C(F)(F)F)c4)CC3)n2)cc1 |
| 30 | 3 | 2 | -3 | -5 | -0.1 | 6 | 10 | -1 | -1 | 0 | CC(CN1CCNCC1)(NS(=O)(=O)c1ccccc1)c1ccccc1 (stereo not given) |
| 31 | 1 | -2 | -1 | 6 | -1.1 | 3 | 0 | -3 | -4 | 4 | COC(=O)c1ccc2nc(-c3cccc(Br)c3)c(Cc3cccc(F)c3)n2c1 |
| 32 | 0 | -175 | -8 | 0 | -1.3 | -4 | 1 | -249 | -162 | -8 | COc1ccc(/C=C(\C#N)C(=O)Nc2cccc3ncccc23)cc1OC |
| 33 | -3 | 0 | 5 | 6 | 0.1 | -7 | 2 | -5 | -5 | -2 | CCOC(=O)C1C2C=CC3(CN(Cc4ccccc4)C(=O)C13)O2 (stereo not given) |
| 34 | 2 | 5 | -1 | 8 | 0.9 | -1 | 4 | 4 | 1 | 0 | Cc1cc(C)c2nc(Cl)c(C3NC(=O)c4ccccc4N3)cc2c1 (stereo not given) |
| 35 | -1 | -1 | 2 | 7 | 0.0 | 0 | -2 | -9 | -4 | 2 | CCC(=O)Nc1cccc(-c2nnc(-c3ccccc3)o2)c1 |
| 36 | -2 | 2 | 7 | 16 | -0.1 | 3 | 1 | 0 | -1 | 3 | CC(C)N(C[C@@H]1CSCCS(=O)(=O)N1)C(C)C |
| 37 | -1 | 3 | -4 | 6 | -0.2 | 2 | 0 | 3 | 2 | -2 | NC(=O)CN(c1ccc(Cl)cc1)S(=O)(=O)c1ccccc1 |
| 38 | 0 | 1 | 0 | 5 | 0.2 | 3 | 7 | -1 | -3 | 4 | O=C1N=C(N2CCCC2)CN1c1ccccc1 |
| 39 | -2 | -1 | 3 | 7 | 0.1 | 1 | 3 | 1 | -4 | 0 | CCCC(=O)c1cn(CC(=O)OC)c2ccccc12 |
| 40 | 2 | -1 | 2 | 0 | -0.2 | -4 | -1 | 2 | 2 | -3 | CCOC(=O)/C(=N\Nc1ccccc1)S(=O)(=O)c1ccccc1 |
| 41 | -6 | 2 | -5 | 1 | 0.0 | -2 | -3 | 2 | 0 | -2 | CCOC(=O)c1cc(-c2nnc(-c3ccc(Oc4ccccc4)cc3)o2)c(C)nc1C |

Ordered by molecular weight (largest number first): some entries from above.
| # | DDE Tn7 FP inh | PLCg1 inh | MBD2 inh | ASAP1 inh | KLK7 zymogen act | Tn6 DDE FP | ARFGAP1 inh | PLCb3 inh | ADAM17 inh | UHRF1 binding | compound |
| --- | --- | --- | --- | --- | --- | --- | --- | --- | --- | --- | --- |
| 26 | -2 | -5 | -3 | 3 | 0.3 | 2 | 2 | -8 | -5 | 0 | CCOC(=O)c1sc2nc(CN3CCN(c4cccc(C(F)(F)F)c4)CC3)[nH]c(=O)c2c1C |
| 31 | 1 | -2 | -1 | 6 | -1.1 | 3 | 0 | -3 | -4 | 4 | COC(=O)c1ccc2nc(-c3cccc(Br)c3)c(Cc3cccc(F)c3)n2c1 |
| 24 | -3 | 0 | 1 | -4 | 0.5 | -3 | 11 | 4 | -4 | 2 | Cc1ccc(-n2nnnc2SCC(=O)N2CCN(C(=O)c3ccco3)CC2)c(C)c1 |
| 25 | -2 | 4 | 0 | -5 | 0.5 | 0 | 12 | 3 | 3 | 2 | CC(C)(C)c1ccc(-c2ccc3c(c2)S(=O)(=O)c2ccccc2C3=O)cc1 |
| 30 | 3 | 2 | -3 | -5 | -0.1 | 6 | 10 | -1 | -1 | 0 | CC(CN1CCNCC1)(NS(=O)(=O)c1ccccc1)c1ccccc1 (stereo not given) |
| 34 | 2 | 5 | -1 | 8 | 0.9 | -1 | 4 | 4 | 1 | 0 | Cc1cc(C)c2nc(Cl)c(C3NC(=O)c4ccccc4N3)cc2c1 (stereo not given) |
| 40 | 2 | -1 | 2 | 0 | -0.2 | -4 | -1 | 2 | 2 | -3 | CCOC(=O)/C(=N\Nc1ccccc1)S(=O)(=O)c1ccccc1 |
| 37 | -1 | 3 | -4 | 6 | -0.2 | 2 | 0 | 3 | 2 | -2 | NC(=O)CN(c1ccc(Cl)cc1)S(=O)(=O)c1ccccc1 |
| 21 | -5 | 0 | 3 | -3 | 0.3 | 8 | 4 | -3 | -3 | -1 | CC1CCCN(S(=O)(=O)c2ccc(-c3ccc(=O)[nH]n3)o2)C1 (stereo not given) |
| 35 | -1 | -1 | 2 | 7 | 0.0 | 0 | -2 | -9 | -4 | 2 | CCC(=O)Nc1cccc(-c2nnc(-c3ccccc3)o2)c1 |
| 28 | 1 | -2 | -8 | -11 | -0.2 | 9 | -3 | 1 | -2 | 2 | O=C(O)c1ccccc1CSc1nc2ccccc2[nH]1 |
| 38 | 0 | 1 | 0 | 5 | 0.2 | 3 | 7 | -1 | -3 | 4 | O=C1N=C(N2CCCC2)CN1c1ccccc1 |

Assay outcomes: PubChem BioAssay, The Scripps Research Institute Molecular Screening Center
